Mtb FBA inh – Mtb FBA enzyme inhibitors, primary screen, biochemical, fluorescence, strain H37Rv; 2.3% of 360,000 active; Fructose-bisphosphate aldolase (Mycobacterium tuberculosis (strain ATCC 25618 / H37Rv)), …; inhibition, % at 1 µM; purified M. tuberculosis FBA, fluorescence read-out; in the data active = inhibition above about 27%;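 note: 0% = vehicle and 100% = reference inhibitor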
Target sequence (P9WQA3 whole entry, looked up): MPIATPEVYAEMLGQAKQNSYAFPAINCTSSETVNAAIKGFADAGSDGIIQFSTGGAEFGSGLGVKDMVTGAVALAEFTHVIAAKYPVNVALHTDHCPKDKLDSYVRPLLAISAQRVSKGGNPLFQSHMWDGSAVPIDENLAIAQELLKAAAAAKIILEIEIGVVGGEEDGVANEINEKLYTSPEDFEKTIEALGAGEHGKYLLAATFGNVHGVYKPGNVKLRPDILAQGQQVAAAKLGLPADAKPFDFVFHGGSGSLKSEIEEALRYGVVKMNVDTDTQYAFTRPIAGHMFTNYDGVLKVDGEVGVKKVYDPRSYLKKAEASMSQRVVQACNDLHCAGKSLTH
TcdB inh – TcdB glycohydrolase inhibitors, primary screen, biochemical, single point, plate reader; TcdB glycohydrolase enzymatic assay; Toxin B (Clostridioides difficile), P18177; 0.24% of 350,000 active; AID 652162, 2013; inhibition, % at 9.99 µM; in the data active = inhibition above about 10%
PfHsp40 yeast – rescue of yeast from PfHsp40 toxicity, primary screen, S. cerevisiae, ATP luminescence; S. cerevisiae expressing PfHsp40, growth rescue; growth rescue, % at 12.5 µM; 0.68% of 340,000 active; in the data active = growth rescue above about 28%, passing the limit was not always enough;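 note: yeast W303a lacking pdr1 and pdr3 grown in galactose medium; growth measured after three days at 30 °C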
BH1578 lux ind – inducers of Vibrio cholerae quorum light production without autoinducers, primary screen, BH1578 luxS cqsA deficient, single point. AID 588436, 2011. 0.16% of 350,000 active. V. cholerae BH1578 lux reporter, luminescence, 6 h. activation, % at 18.7 µM; in the data active = activation mostly above about 9.7%, no sharp cut-off; note: not every result past the cut was called active; inactives centre near 0; reference of the scale not given here
BioA inh – M. tuberculosis BioA enzyme inhibitors, primary screen, biochemical, plate reader, single point, HTS | 0.096% of 360,000 active | AID 602481, 2012 | purified M. tuberculosis BioA enzyme | inhibition, % at 9.99 µM | 7,8-diaminopelargonic acid synthase BioA (Mycobacterium tuberculosis); in the data active = inhibition above about 40%
FadD28 FP inh – inhibitors of FadD28 bisubstrate probe binding, primary screen, biochemical, fluorescence polarization, single point | Mycobacterium tuberculosis FadD28 fatty-acid-AMP ligase | inhibition, % at 12.5 µM | 0.22% of 360,000 active; in the data active = inhibition above about 8.5%, passing the limit was not always enough
GDH-TPI counter – GDH-TPI coupling enzyme inhibitors, primary screen, artefact control for M. tuberculosis FBA inhibitor project, biochemical, absorbance, full deck; 1.2% of 360,000 active; GDH-TPI coupled enzyme counterscreen, NADH absorbance; inhibition, % at 4.8 µM; in the data active = inhibition above about 30%;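 note: 0% = DMSO wells and 100% = wells lacking the enzyme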
Mtb UGM inh – M. tuberculosis UGM enzyme inhibitors, primary screen, biochemical, fluorescence polarization, single point; 0.06% of 320,000 active; purified UGM, fluorescence polarization probe displacement; inhibition, % at 10 µM; UDP-galactopyranose mutase (Mycobacterium tuberculosis (strain ATCC 25618 / H37Rv)), …; in the data active = inhibition above about 10%, passing the limit was not always enough
Target sequence (P9WIQ1 whole entry, looked up): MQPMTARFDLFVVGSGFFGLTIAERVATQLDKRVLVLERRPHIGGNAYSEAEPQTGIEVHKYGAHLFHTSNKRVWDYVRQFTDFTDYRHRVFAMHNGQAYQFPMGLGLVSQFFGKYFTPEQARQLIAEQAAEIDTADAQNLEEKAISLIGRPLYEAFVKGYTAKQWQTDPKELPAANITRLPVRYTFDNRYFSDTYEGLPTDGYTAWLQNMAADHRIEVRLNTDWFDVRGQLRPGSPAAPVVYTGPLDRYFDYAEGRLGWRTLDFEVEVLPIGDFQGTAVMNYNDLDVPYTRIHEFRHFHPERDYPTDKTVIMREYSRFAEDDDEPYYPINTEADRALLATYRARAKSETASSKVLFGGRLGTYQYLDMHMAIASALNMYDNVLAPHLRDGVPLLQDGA
Y pestis TopoI – Yersinia pestis topoisomerase I inhibitors, primary screen, biochemical, cleavage product accumulation, plate reader, single point. Y. pestis Topo-I cleavage product accumulation. activity, % at 10 µM. 0.064% of 360,000 active; in the data active = activity above about 50%, passing the limit was not always enough; note: inactives centre near 2
The depositor's hits bear a star; i = inactive; / = no result given.

The opening five records, to show the layout:
Value order – Mtb FBA inh	TcdB inh	PfHsp40 yeast	BH1578 lux ind	BioA inh	FadD28 FP inh	GDH-TPI counter	Mtb UGM inh	Y pestis TopoI
Cc1ccc(C(=O)CCC(=O)N2CCN(c3ccccc3O)CC2)cc1
  7	1.1	-0.1	i	0.2	1.6	1	-0.2	-8
COc1ccc(N2CCN(S(=O)(=O)CCNC(=O)COc3ccccc3C)CC2)cc1
  1	0.7	0.1	-1.1	1.8	0.6	1	4.2	14
CCN(CC)CCCNC(=O)C1c2ccccc2C(=O)N1Cc1ccc(C)cc1 (stereo unspecified)
  -1	/	7.1	-5.6	0.8	-2.8	-5	1.8	-8
O=C(Nc1ccccc1)C1C2CCCCC21 (stereo unspecified)
  1	0.4	0.2	-0.6	-2.4	-0.8	0	1.1	-6
Cn1c(=O)cc(OCC(=O)NCCCN2CCN(Cc3ccccc3)CC2)c2ccccc21
  0	-0.3	-0.5	-0.2	-0.6	-0.8	11	0.4	-1

The listing, previewed entries included:
Value order – Mtb FBA inh	TcdB inh	PfHsp40 yeast	BH1578 lux ind	BioA inh	FadD28 FP inh	GDH-TPI counter	Mtb UGM inh	Y pestis TopoI
Cc1ccc(C(=O)CCC(=O)N2CCN(c3ccccc3O)CC2)cc1
  7	1.1	-0.1	i	0.2	1.6	1	-0.2	-8
COc1ccc(N2CCN(S(=O)(=O)CCNC(=O)COc3ccccc3C)CC2)cc1
  1	0.7	0.1	-1.1	1.8	0.6	1	4.2	14
CCN(CC)CCCNC(=O)C1c2ccccc2C(=O)N1Cc1ccc(C)cc1 (stereo unspecified)
  -1	/	7.1	-5.6	0.8	-2.8	-5	1.8	-8
O=C(Nc1ccccc1)C1C2CCCCC21 (stereo unspecified)
  1	0.4	0.2	-0.6	-2.4	-0.8	0	1.1	-6
Cn1c(=O)cc(OCC(=O)NCCCN2CCN(Cc3ccccc3)CC2)c2ccccc21
  0	-0.3	-0.5	-0.2	-0.6	-0.8	11	0.4	-1
Cc1ccc(S(=O)(=O)c2c(N)n(CCCO)c3nc4ccccc4nc23)cc1
  143*	/	-1.2	-3.4	/	-2.9	21	1.5	4
Cc1ccc(-n2cc3c(-c4cccc(Br)c4)nnc(C)c3n2)cc1
  -1	/	0.0	-0.4	-0.6	-8.4	13	3.3	8
CCc1ccc(C(=O)COC(=O)CNC(=O)Cc2ccccc2)cc1
  0	5.5	-0.1	-0.3	-1.9	0.9	8	1.5	13
c1ccc(-c2noc(CC3CCCCC3)n2)nc1
  0	0.5	-1.3	-0.2	/	-0.8	-4	1.7	11
Cc1ccc(C)c(S(=O)(=O)N2CCN(Cc3ccc(O)c4ncccc34)CC2)c1
  -4	-0.9	323*	i	/	-6.9	5	-0.3	29
Cc1cccc(/C(N)=N/OC(=O)c2ccc(Cl)cc2Cl)c1
  3	0.3	0.0	-0.2	/	-0.3	-4	-0.4	6
Cn1c(=O)[nH]c(=O)c2c1nc(SCC(=O)O)n2CCOc1ccccc1
  1	0.6	-1.8	5.6	0.5	3.9	-4	1.0	-12
O=[N+]([O-])c1cccnc1N1CCCNCC1
  -4	-0.7	0.9	-0.5	0.2	-1.3	14	-0.4	0
N#Cc1ccc(OCC(=O)OCC(=O)Nc2sccc2C(N)=O)cc1
  0	0.5	0.4	-0.8	0.4	0.2	8	-1.4	-3
CCOC(=O)C1CCCN(C(=O)c2ccc(C)c([N+](=O)[O-])c2)C1 (stereo unspecified)
  -2	/	-0.1	-0.3	/	0.0	14	-3.7	2
Nc1nc(SCC(=O)Nc2ccc([N+](=O)[O-])cc2)[nH]c(=O)c1NC(=O)c1ccc(Br)cc1
  0	-0.5	0.3	0.7	-2.2	-2.2	28	2.4	-4
CC1CCN(S(=O)(=O)CCNC(=O)c2ccc3c(c2)OCO3)CC1
  1	-2.7	-0.5	i	-0.4	0.0	0	-1.5	4
CN1CCN(/N=C2/C(=O)Nc3ccc([N+](=O)[O-])cc32)CC1
  -3	0.9	-1.4	1.1	/	-1.2	16	-1.2	-2
O=C(Nc1ccccc1C(=O)N1CCCC1)C1COc2ccccc2O1 (stereo unspecified)
  -3	1.6	-0.3	-0.5	/	-3.4	12	1.0	10
Cc1cc(C)n2nc(SCC(=O)c3ccccc3)nc2n1
  0	-0.2	-1.6	-0.3	2.1	-2.0	-1	0.3	2
Cc1cc(NC(=O)C2CCCCC2)n(-c2nc3ccccc3[nH]2)n1
  1	/	-1.0	i	/	-1.7	1	1.0	23
Cc1ccc(S(=O)(=O)NCc2ccccc2)cc1C(=O)N(C)CC(=O)Nc1c(Cl)cccc1Cl
  1	-0.5	0.9	i	/	-1.6	2	0.4	6
COc1cccc(-c2nn(-c3ccccc3)cc2C(=O)Nc2nccs2)c1
  0	/	-0.7	i	-1.4	-2.9	0	1.2	4
COc1cccc(NC(=O)CN(C)C(=O)CCNC(=O)c2ccccc2OC)c1
  3	-0.9	-0.1	0.3	0.4	0.1	4	/	-1
O=C(NCc1ccccc1)C1Cc2ccccc2CN1C(=O)c1ccco1 (stereo unspecified)
  1	1.8	-1.7	2.9	-1.0	-0.1	8	-2.1	9
COC(=O)c1ccc(C(=O)OC)c(NC(=O)Nc2ccc3c(c2)OCO3)c1
  -5	/	1.7	i	-3.1	0.1	-1	-0.7	-3
OCCN1CCN(CCCc2c3c(cc4c2CCC4)CCC3)CC1
  2	-0.2	-0.1	-0.6	1.0	-3.4	-4	1.5	-4
NC(=O)C1CCN(C(=O)CN2CCN(c3cccc(C(F)(F)F)c3)CC2)CC1
  -2	/	-1.1	-0.1	0.5	-1.0	9	0.6	-9
Cc1nc2nc(CCNS(=O)(=O)c3ccc(Cl)cc3)cn2nc1C
  72*	-3.7	-0.6	i	-2.6	0.2	4	-1.2	-10
CC1(CCl)N([O-])C2=C(CCCC2)[N+]1=O (stereo unspecified)
  0	0.0	0.7	-0.4	/	2.0	-2	2.1	0
CCOC(=O)CNC(=O)CSc1nnc(-c2ccncc2)n1-c1ccc(Cl)cc1
  3	/	-0.6	-0.3	17	-1.6	5	2.1	-7
CCN(CC)c1ccc(CNc2ccc(Br)cn2)cc1
  3	/	1.1	-0.9	0.6	-1.0	18	-1.9	-2
COc1cccc(C(=O)CSc2nnc(-c3cc(OC)c(OC)c(OC)c3)o2)c1
  -2	/	3.3	-1.5	-0.7	-2.2	-1	4.0	1
O=C(CNC(=O)c1ccc(Cl)cc1)OCC(=O)c1ccccc1
  6	-1.2	2.0	-0.8	0.3	-2.1	-1	2.9	10
COc1ccc(C)cc1NC(=S)N1CCN(c2ccccn2)CC1
  1	/	0.1	-0.5	0.5	-2.3	-1	-1.9	-3
COc1cc(NC(=O)C2CCCN(c3ncnc4c3nc3n4CCCCC3)C2)cc(OC)c1OC (stereo unspecified)
  0	1.6	44*	-0.3	1.5	-2.3	5	2.5	14
Cc1c(N/C(=N/S(=O)(=O)c2ccccc2)c2ccc(Cl)cc2)c(=O)n(-c2ccccc2)n1C
  2	/	-1.2	-0.6	-0.2	-2.6	10	/	-1
O=C(CN1CCCCC1)c1ccccc1Cl
  0	1.2	0.1	-0.4	-0.3	-2.1	-7	3.7	-3
COc1cccc(OCCNC(=O)c2cc(OC)c(OC)c(OC)c2)c1
  1	0.3	-0.3	-0.5	1.7	-1.9	12	-0.6	-3
CC(C)n1cnc2c(NCc3ccccc3)cc(Cc3ccc(F)cc3)cc21
  -2	1.4	115*	-0.4	0.2	-3.2	-7	3.1	5
CCOC(=O)C1CCN(C(=O)COc2ccc(S(=O)(=O)NC(C)(C)C)cc2)CC1
  4	/	0.9	-0.4	0.3	1.0	6	-0.5	8
Cc1ccc(N2C(=O)C3ON(c4ccccc4)C(CC(C)C)C3C2=O)cc1 (stereo unspecified)
  2	2.3	-0.8	-1.3	/	-4.0	0	-2.5	5
O=C(CSc1nnnn1C1CCCC1)Nc1ccc2c(c1)OCO2
  5	/	0.3	i	/	-0.3	16	-1.4	1
O=c1cc(N2CCCC2)c(-c2ccccc2)n[nH]1
  3	1.2	-0.3	0.3	/	-3.3	6	-1.1	7
CN(CC(=O)Nc1cccc(F)c1)C(=O)c1sc2ccccc2c1Cl
  -2	-0.6	16	-1.0	-0.7	0.0	-3	0.2	10
Cc1noc(C)c1-c1ccc2nc[nH]c(=O)c2c1
  1	-0.5	0.1	i	-0.4	-3.7	2	-0.2	-1
COC(=O)c1ccc(CSC(=N)N)o1
  -7	0.5	-0.3	i	-0.8	-0.1	3	1.6	5
COc1ccc(OCC#CCn2ccnc2)cc1
  2	-1.0	-1.4	-0.2	/	-2.0	7	-0.3	2
O=[N+]([O-])c1cccc(C=Nc2cc3c(cc2Br)OCCO3)c1
  4	1.3	-0.6	-0.3	/	-1.2	7	0.2	-1
OC[C@@H]1CN(CCN2CCOCC2)C[C@H](n2cnc3c(NC4CC4)ncnc32)O1
  1	0.4	/	i	0.4	-0.9	9	/	1

Additional structures follow:
Value order – Mtb FBA inh	TcdB inh	PfHsp40 yeast	BH1578 lux ind	BioA inh	FadD28 FP inh	GDH-TPI counter	Mtb UGM inh	Y pestis TopoI
CCSc1nnc(NC(=O)CSc2nc3c(c(=O)n2-c2ccccc2)SCC3)s1
  2	/	-0.7	-0.3	-2.0	-2.5	25	-3.5	19
O=C(c1cc2cc(Cl)ccc2[nH]1)N1CCN(Cc2ccc3c(c2)OCO3)CC1
  3	5.0	-0.4	0.2	-2.2	-2.1	12	-2.9	20
C=CCn1c(=O)c(C(=O)NCCNCC)c(O)c2ccccc21
  3	-7.6	0.1	-0.6	-3.8	-6.4	4	1.1	-16
Cc1ccc(S(=O)(=O)Nc2cc(=O)[nH]c(SCC(=O)Nc3cccc(C(F)(F)F)c3)n2)cc1
  1	0.8	-0.1	-0.3	-0.3	0.8	0	/	16
CCOC(=O)c1cc(-c2ccc(C)cc2)nc2nc(SC)[nH]c(=O)c12
  40*	/	-2.0	i	/	-1.1	30	-5.3	1
COc1cc(O)c2c(=O)c3c(O)ccc(O)c3oc2c1
  2	0.7	8.4	-0.6	0.6	-1.9	22	/	-2
Cc1cccc(NC(=O)Cn2cnc(S(=O)(=O)N3CCCC3)c2)c1C
  1	-0.5	-0.2	i	0.0	-0.7	6	-0.5	-2
CCOC(=O)C1=C(C)N(C)C(=O)NC1c1ccc2c(c1)OCO2 (stereo unspecified)
  0	0.3	-0.2	8.3	-1.4	-2.4	5	-0.1	-1
Cc1ccc(N=Nc2c(=O)[nH]n3c(C)cc(C)nc23)cc1
  -26	/	1.0	i	/	-3.8	-6	2.4	1
CC1=C(CCN2CCN(C3CCCC3)C(CCO)C2)C(C)(C)CCC1 (stereo unspecified)
  -2	3.5	-0.8	0.4	-0.2	1.2	0	1.5	4
CN(C)c1ccc(-c2ccnc3c2CC(C)(C(=O)Nc2ccc(Cl)c(C(F)(F)F)c2)O3)cc1 (stereo unspecified)
  84*	2.0	/	i	-0.3	-3.7	25	/	-8
O=C(CSc1ncccn1)N/N=C/c1cccs1
  4	/	0.2	-7.1	4.6	-0.8	12	0.5	-2
COc1ccc(Cl)cc1NC(=O)CN(C)C(=O)c1ccc(COc2ccccc2)cc1
  4	0.9	1.4	-0.4	1.4	-2.3	-7	0.7	3
c1ccc2[nH]c(-c3cnco3)cc2c1
  10	0.4	0.6	i	-1.3	-3.1	4	3.3	-2
O=C(CCN1CCCCO1)NC1CCCc2c1cnn2-c1ccc(F)cc1F (stereo unspecified)
  -2	0.9	/	i	-0.1	-3.1	-5	/	-6
NS(=O)(=O)c1ccc(CNC(=O)c2ccc(Br)o2)cc1
  -1	/	-0.3	-5.0	1.1	0.2	2	4.9	-5

Compound activity deposited in PubChem BioAssay by several laboratories.
